Source: PubChem BioAssay
STEP block: STEP (human) phosphatase inhibition | P54829 | recombinant STEP, OMFP fluorogenic substrate, fluorescence | inhibition, % at 20 µM | 360,000 tested, 0.25% active | AID 588621;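 active = inhibition at 20 µM, scaled per plate between control wells, above about 37%, limit read from the data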;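 also: 0% = DMSO with enzyme and substrate and 100% = substrate only without enzyme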
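Material: STEP (striatal-enriched tyrosine phosphatase) enzyme, cell-free | Medium: 50 mM Bis-Tris pH 6.0 with 2.5 mM DTT and 0.005% Tween 20 | Read-out: Percent inhibition scaled to no-enzyme and uninhibited-enzyme controls, plate-pattern corrected | Signal: Fluorescence read at 480 nm ex / 540 nm em | Times: 20 min reaction, room temperature, in the dark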
NadD inh: inhibitors of Staphylococcus aureus NadD; purified NadD enzyme, colorimetric absorbance read-out; inhibition, % at 20 µM; 360,000 tested, 0.78% active; in the data active = inhibition above about 26%; also: some compounds past the cut are filed as inactive
LMPTP block: LMPTP (human) inhibition; AID 651560; P24666; 360,000 tested, 0.22% active; inhibition, % at 20 µM; recombinant LMPTP-A, OMFP fluorogenic substrate, fluorescence intensity;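 active = compounds that cut the enzyme signal by at least half of the control window in the single-dose screen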;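 also: plate controls were DMSO wells with enzyme plus substrate for no effect and substrate without enzyme for full effect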
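Assay system: LMPTP-A enzyme. Input: 0.625 nM LMPTP-A final. Probe or stimulus: 400 µM OMFP. Compound dosing: single 20 µM dose. Schedule: 50 min dark incubation at room temperature. Detection: fluorescence intensity of OMFP turnover product. Read-out: percent inhibition versus substrate-only and uninhibited controls. Benchmarks: no-enzyme low control, uninhibited high control.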
Rpn11 block: Rpn11 (human) deubiquitinase inhibition; calls only at 20 µM; 360,000 tested, 0.59% active; human 26S proteasome, Ub4-pepOG fluorescence polarization; 20S core pre-blocked with epoxomicin; O00487;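 active = inhibition at 20 µM, scaled to each plate's controls, above about 33%, limit read from the data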
Target sequence (O00487 whole entry, looked up): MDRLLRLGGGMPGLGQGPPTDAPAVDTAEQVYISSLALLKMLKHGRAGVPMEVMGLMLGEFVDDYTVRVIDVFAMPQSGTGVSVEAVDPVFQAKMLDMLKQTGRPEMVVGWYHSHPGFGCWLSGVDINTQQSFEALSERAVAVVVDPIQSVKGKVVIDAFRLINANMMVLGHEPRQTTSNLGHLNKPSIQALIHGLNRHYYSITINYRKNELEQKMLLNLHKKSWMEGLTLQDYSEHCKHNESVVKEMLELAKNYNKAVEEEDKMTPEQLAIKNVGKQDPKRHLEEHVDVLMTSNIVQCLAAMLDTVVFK
SUMO1-SIM PPI: SUMO1-SIM interaction modulation. SUMO1 binding to a labelled peptide, TR-FRET, 1 h. 360,000 tested, 0.33% active. P63165. inhibition, % at 20 µM; in the data active = inhibition above about 37%
Target sequence (P63165 whole entry, looked up): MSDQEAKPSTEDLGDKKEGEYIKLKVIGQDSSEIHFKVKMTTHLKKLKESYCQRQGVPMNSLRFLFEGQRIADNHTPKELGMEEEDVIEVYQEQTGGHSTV
TbMetRS inhib: Trypanosoma brucei MetRS inhibition | purified T. brucei MetRS, ATP depletion, Kinase-Glo luminescence | inhibition, % at 11.9 µM | 360,000 tested, 0.4% active;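 active = inhibition above a per-plate cutoff of the control wells' mean inhibition plus 3 SD, cut at about 5.5% in these data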;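 also: 0% = DMSO wells median and 100% = median of wells with control inhibitor compound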
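Material: T. brucei methionyl-tRNA synthetase, purified; reagent: substrates ATP, L-methionine and bulk Escherichia coli tRNA; dosing: 11.9 µM single point; timing: 15 min plus 2 h at 25 °C; detection: luminescence of leftover ATP; evaluation: % inhibition; control set: DMSO-only wells as low control; replicates: singlicate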
MsrA inh: inhibitors of bovine MsrA | 360,000 tested, 0.75% active | AID 651718 | inhibition, % at 15.5 µM | purified bovine MsrA, absorbance read-out; in the data active = inhibition above about 4.5%;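 also: 0% = vehicle wells with enzyme and 100% = reference inhibitor wells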
Scp1 inh: Scp-1 (human) phosphatase inhibition; Q9GZU7; Recombinant Scp1, phosphopeptide, malachite green phosphate absorbance; inhibition, % at 20 µM; 340,000 tested, 0.88% active; AID 493091;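 active = inhibition above about 50% at 20 µM, limit read from the data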;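 also: plate controls were DMSO wells with enzyme for no effect and wells lacking enzyme for full effect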
Target sequence (Q9GZU7 76-261 limits assumed): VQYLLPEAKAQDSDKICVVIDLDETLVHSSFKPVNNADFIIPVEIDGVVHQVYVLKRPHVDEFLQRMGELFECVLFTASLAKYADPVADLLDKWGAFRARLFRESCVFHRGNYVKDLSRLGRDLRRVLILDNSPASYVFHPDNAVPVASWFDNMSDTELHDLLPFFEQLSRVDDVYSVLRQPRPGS
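Times: enzyme reaction 45 min at room temperature, colour 5 min, stabilisation 30 min. Material: SCP-1 catalytic fragment, aa 76-261. Medium: Acidic Tris acetate buffer with magnesium and detergent. Signal: colorimetric free-phosphate detection, absorbance 630 nm. Read-out basis: % inhibition of SCP-1 phosphate liberation. Reagent: Phosphorylated 17-residue peptide substrate.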
DNMT1 block: inhibitors of human DNMT1; P26358; DNMT1 molecular beacon, Hinp1I cleavage, fluorescence; inhibition (reported as % activation of signal), % at 10 µM; 360,000 tested, 0.83% active; AID 588458; in the data active = inhibition above about 50%
CSN deneddyl inh: CSN deneddylation inhibition | Q92905 | Purified CSN, SCF-Nedd8-OG deneddylation, fluorescence polarization | inhibition, % at 12.5 µM | 360,000 tested, 0.38% active;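 active = pattern-corrected inhibition above about 35%, with an unprinted fluorescence ratio check between 0.5 and 1.5, limit read from the data, passing the limit was not always enough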;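 also: 0% = enzyme with substrate and 100% = substrate without enzyme; some results filed as inactive read as strong as hits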
Target sequence (Q92905 whole entry, looked up, one chain of several): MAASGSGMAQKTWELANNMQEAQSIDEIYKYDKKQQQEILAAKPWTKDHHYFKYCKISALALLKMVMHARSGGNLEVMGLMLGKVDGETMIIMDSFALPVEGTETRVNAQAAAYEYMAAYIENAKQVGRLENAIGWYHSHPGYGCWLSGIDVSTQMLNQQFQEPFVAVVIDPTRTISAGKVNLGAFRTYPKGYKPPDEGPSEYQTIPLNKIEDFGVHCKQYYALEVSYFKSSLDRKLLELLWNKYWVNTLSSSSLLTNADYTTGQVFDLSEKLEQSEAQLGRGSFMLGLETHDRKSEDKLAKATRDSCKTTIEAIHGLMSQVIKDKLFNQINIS
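Assay system: purified human Csn5 enzyme expressed in HEK293T cells; measure: % inhibition; also added: SCFSkp2-Nedd8OG substrate at 10 nM final; technique: fluorescence polarization; times: reaction 90 min, room temperature; medium: Tris buffer pH 7.5, NaCl, DTT, Tween-20, trehalose, ovalbumin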
* = called active by the depositor; i = inactive; nt = no result given.

nr | mol | STEP block | NadD inh | LMPTP block | Rpn11 block | SUMO1-SIM PPI | TbMetRS inhib | MsrA inh | Scp1 inh | DNMT1 block | CSN deneddyl inh
1 | CC1(C)CC(=O)C/C(=N/NC(=O)COc2ccc3ccccc3c2Br)C1 | 0 | 19 | 1.1 | i | -10 | -0.3 | 1.2 | -2 | -12 | -1
2 | COc1ccc2nc(N3CCCCC3)c(C#N)cc2c1 | 1 | 4 | 1.7 | i | 5 | -1.4 | -0.5 | 5 | -12 | 1
3 | CCOC(=O)C1CCN(C(=O)COC(=O)CSc2ccc([N+](=O)[O-])cc2)CC1 | 3 | 2 | -0.7 | i | -28 | -0.6 | 1.8 | -5 | 0 | 0
4 | CC(=C/c1ccco1)/C=N/NC(=O)c1ccncc1 | -2 | -3 | -0.4 | i | -8 | -0.7 | 2.4 | -4 | 3 | 1
5 | CCN(CC)c1ccc(C2CC(=O)Nc3cc(OC)c(OC)cc32)cc1 (centres undefined) | 1 | -4 | -1.3 | i | -1 | -0.6 | -0.1 | -9 | 2 | -2
6 | COc1ccc(-c2cc(C(=O)N3CCN(C(c4ccccc4)c4ccccc4)CC3)no2)cc1OC | -1 | 12 | 3.3 | i | 1 | -0.1 | 0.1 | -2 | -11 | -5
7 | Cc1ccc(C)c(OCC(=O)Nc2cc(NC(=O)COc3cc(C)ccc3C)cc(C(=O)O)c2)c1 | 1 | 15 | 1.1 | i | 21 | -0.4 | 2.0 | 12 | -1 | 3
8 | O=C1C2C3c4ccccc4C(c4ccccc43)C2C(=O)N1c1ccncc1 (centres undefined) | 5 | 3 | 0.3 | i | 0 | 0.1 | -0.9 | -3 | -1 | -1
9 | Cc1ccc(C(=O)OC2OC(=O)C(Cl)=C2N2CCOCC2)cc1 (centres undefined) | -4 | 2 | -0.4 | i | -1 | -1.9 | 0.0 | 3 | -2 | 3
10 | COCC(=O)Nc1ccc(Br)cc1 | -15 | -2 | -0.6 | i | -3 | -0.3 | 0.5 | -7 | 1 | 3
11 | CC(=O)Nc1ccc(S(=O)(=O)NCc2cccnc2)cc1 | 2 | -3 | -1.2 | i | 4 | -0.3 | 0.2 | -10 | 10 | 1
12 | CCCCCCCOC1(c2ccccc2)OC(=O)c2ccccc21 (centres undefined) | 3 | 4 | 3.5 | i | 0 | -1.1 | 0.4 | -9 | 4 | -5
13 | O=C(CSc1nc2ccccc2s1)N/N=C/c1ccccc1C(=O)O | -2 | 3 | -0.8 | i | 1 | 0.1 | -0.2 | 3 | 0 | 0
14 | COc1ccc(C(C)(O)c2nc(-c3cccc(NC(C)=O)c3)cs2)cc1 (centres undefined) | -2 | -4 | -0.5 | i | 2 | -0.2 | -1.0 | nt | -3 | 1
15 | CC(=O)Nc1cccc(NC(=O)c2c(-c3c(Cl)cccc3Cl)noc2C)c1 | -3 | -4 | -1.7 | i | 2 | -0.1 | -1.1 | -6 | 0 | 3
16 | O=C(O)CC(c1cccc2ccccc12)N1Cc2ccccc2C1=O (centres undefined) | 1 | -3 | 0.5 | i | -1 | 0.3 | 0.0 | 5 | -1 | 5
17 | Cc1ccc(C(=O)OCC(=O)NCc2ccc(Cl)cc2)s1 | -2 | 0 | 0.5 | i | 2 | -0.3 | -0.7 | nt | -2 | 2
18 | Cn1cnnc1SCC(=O)N1CCc2ccccc21 | -4 | -2 | -1.5 | i | 3 | -0.2 | 0.4 | -5 | 0 | -3
19 | Cc1cccc(C)c1NC(=O)C1(C)CSCC(=O)N1CCc1ccccc1 (centres undefined) | nt | nt | -0.1 | nt | 3 | 0.5 | -0.1 | nt | nt | 0
20 | CC(=O)c1ccc(OC(C)C)c(CN2CCCCC2)c1 | -4 | 0 | -1.7 | i | 0 | -2.5 | -0.2 | -3 | 7 | -1
21 | O=C(Nc1ccccc1N1CCCC1)c1cccc(Cl)c1Cl | -1 | -6 | 0.2 | i | 9 | -0.6 | 0.9 | 1 | -1 | -1
22 | O=C(COC(=O)C1CCN(S(=O)(=O)c2cccs2)CC1)NCc1ccccc1 | 0 | -4 | 0.7 | i | -3 | 0.4 | 0.3 | -3 | 0 | 2
23 | COc1ccc(NC(=O)c2ccc3c(c2)NC(=O)CO3)cc1OC | 0 | -4 | -1.0 | i | -2 | 0.3 | 0.2 | -7 | -1 | 4
24 | Cc1ccc(C(=O)c2cc([N+](=O)[O-])ccc2N2CCCCC2)cc1 | 5 | -3 | 4.4 | i | -14 | 1.1 | 0.4 | -5 | 6 | 0
25 | CN1CCN(C(=O)C(Cc2ccccc2)NS(=O)(=O)c2ccc3c(c2)CCC(=O)N3)CC1 (centres undefined) | 0 | -2 | -2.5 | i | -1 | -0.1 | -0.4 | 6 | -5 | -2
26 | Cc1cc(C(=O)CSc2nc(N)cc(=O)[nH]2)c(C)n1CCc1ccc(Cl)cc1 | 4 | 45* | 0.6 | i | 3 | 0.0 | 0.8 | -2 | -5 | 6
27 | Cc1ccc(CNC(=O)CSc2nnnn2C)cc1 | 1 | 1 | -1.1 | i | -1 | -0.3 | 0.1 | -4 | -4 | 0
28 | CN(C)c1ccc(C(=O)OCC(=O)Nc2ccc(S(N)(=O)=O)cc2)cc1 | 40* | 4 | 18 | i | 58* | 0.4 | 2.3 | 99* | 7 | 76
29 | CCC(CC)C(=O)Nc1nnc(-c2cccs2)s1 | 2 | -6 | 1.2 | i | -3 | -0.2 | 2.7 | -9 | 0 | -3
30 | Cc1ccc2c(c1)Oc1ccc(NC(=O)CCCl)cc1C(=O)N2 | -4 | 0 | 0.1 | i | 1 | -0.7 | -1.1 | -4 | 4 | 5
31 | Cc1ccc(CNC(=O)c2ccc(C#CC(C)(C)O)s2)cc1 | -2 | 3 | -0.4 | i | -4 | -0.9 | -1.1 | -5 | -2 | 0
32 | CN(C)CCN(Cc1ccccc1)C(c1cc2ccccc2o1)c1nnnn1C(C)(C)C (centres undefined) | nt | -8 | -2.0 | nt | 0 | -0.4 | 0.8 | nt | nt | -10
33 | Cc1ccc(Nc2nc(NCCO)nc(N3CCCC3)n2)cc1 | 1 | -6 | -1.1 | i | 2 | 0.4 | -0.2 | -8 | -4 | 3
34 | CC(=O)c1cccc(NC(=S)N2CCN(S(C)(=O)=O)CC2)c1 | 0 | 2 | 0.6 | i | -2 | -0.4 | 1.6 | 2 | -2 | 7
35 | COc1cc(C)nc(N2CCC(C(N)=O)CC2)n1 | 0 | 7 | -1.4 | i | -2 | -0.4 | -0.3 | -4 | -1 | 2
36 | O=C(Nn1cnc2ccccc2c1=O)c1ccccc1F | 3 | 0 | 0.2 | i | 17 | 0.4 | -1.7 | -10 | -3 | -1
37 | COc1cccc(C(O)c2nc(-c3ccc4ccccc4c3)cs2)c1 (centres undefined) | 1 | 0 | 3.1 | i | -16 | -0.3 | 1.8 | nt | 2 | -4
38 | CC[C@]12c3[nH]c4cc(CCC(=O)N(C)C)ccc4c3CCN1C(=O)[C@@H](CC(=O)NCCCN(C)C)C[C@@H]2C(=O)N1CCN(C(=O)c2ccco2)CC1 | -2 | 2 | -6.8 | i | -23 | -1.5 | 1.2 | 9 | -1 | -3
39 | Cc1cc(C(=O)OCC(=O)NC(=O)c2cccn2C)c2ccccc2n1 | -1 | -3 | 1.3 | i | -6 | -0.3 | 0.5 | -5 | -11 | -2
40 | COc1ccc(N2CCN(C(c3nnnn3CCc3ccccc3)C(C)C)CC2)cc1 (centres undefined) | 6 | -4 | 1.3 | i | 0 | 0.1 | 0.8 | -6 | -8 | -5
41 | CC(Oc1cccc(Cl)c1)C(=O)NCCCCc1ccccc1 (centres undefined) | 2 | 0 | 0.2 | i | -3 | -0.1 | -0.9 | -7 | -1 | -7
42 | Cc1cn(CC(=O)NCCCN2CCCC2=O)c(=O)[nH]c1=O | -3 | 0 | -0.6 | i | -4 | 0.8 | 1.1 | 4 | 2 | 0
43 | CN(CCOC(=O)c1ccc2c(c1)OCCO2)C(C)(C)C | -1 | 6 | -0.9 | i | -1 | -0.2 | -0.2 | -13 | 2 | -2
44 | CCCc1nnc(NC(=O)CCC(=O)N2CCCCCC2)s1 | -1 | 7 | -3.1 | i | 1 | -0.8 | -0.2 | -2 | -1 | 6
45 | CC(C)CN(c1ccccc1)S(=O)(=O)c1nnc(NC(=O)c2ccco2)s1 | -2 | 5 | 0.7 | i | 14 | -1.0 | 1.8 | 23 | 7 | 2
46 | NC(=O)C1(Nc2ccc(Br)cc2)CCCC1 | 1 | -1 | 1.3 | i | -4 | -0.3 | -0.7 | -1 | 6 | 0
47 | CN=C(Nc1cc(C)nn1-c1ccccc1)c1ccc(F)cc1 | 0 | 0 | -1.7 | i | 1 | -1.5 | 0.1 | -3 | -1 | -1
48 | COc1ccc(CCNC(=O)C(=O)NCC2OCCN2S(=O)(=O)c2ccc(Br)cc2)cc1OC (centres undefined) | 2 | 1 | -0.2 | i | 2 | -1.0 | 1.5 | 1 | 5 | -11

Of the compounds above, 2 contain fluorine:
nr | mol | STEP block | NadD inh | LMPTP block | Rpn11 block | SUMO1-SIM PPI | TbMetRS inhib | MsrA inh | Scp1 inh | DNMT1 block | CSN deneddyl inh
36 | O=C(Nn1cnc2ccccc2c1=O)c1ccccc1F | 3 | 0 | 0.2 | i | 17 | 0.4 | -1.7 | -10 | -3 | -1
47 | CN=C(Nc1cc(C)nn1-c1ccccc1)c1ccc(F)cc1 | 0 | 0 | -1.7 | i | 1 | -1.5 | 0.1 | -3 | -1 | -1

(further entries)
nr | mol | STEP block | NadD inh | LMPTP block | Rpn11 block | SUMO1-SIM PPI | TbMetRS inhib | MsrA inh | Scp1 inh | DNMT1 block | CSN deneddyl inh
49 | FC(F)(F)c1ccc(N2CCOCC2)c(NC2=NCCCCC2)c1 | -4 | -9 | -2.3 | i | -5 | -0.4 | 2.2 | -4 | -7 | -5
50 | O=C(Cn1cc2c(n1)CCCCC2)NC1CCCCCC1 | -1 | -1 | -2.5 | i | 3 | 1.9 | -0.2 | 22 | -1 | 2
51 | Cc1ccc(OCC(=O)Nc2cccc3ccccc23)c([N+](=O)[O-])n1 | -2 | -7 | 1.6 | i | -26 | 0.2 | -1.0 | 3 | -15 | -1
52 | CC1(C)CC(=O)C(CCCN2C(=O)c3ccccc3C2=O)C(=O)C1 | -5 | -2 | -0.8 | i | -8 | 0.4 | -1.6 | -7 | 0 | 4
53 | NS(=O)(=O)c1ccc(N=Cc2c(O)n(-c3nccs3)c(=O)c3ccccc23)cc1 | -1 | 2 | -0.6 | i | -25 | -0.6 | 2.3 | 3 | -1 | 9
54 | COc1ccc(OC)c(C(C)NC(=S)Nc2ccc(S(=O)(=O)Nc3ncccn3)cc2)c1 (centres undefined) | 2 | 0 | -1.2 | i | 2 | 0.8 | -0.6 | -7 | 2 | -2
